Kir21 inh – blocks the mouse Kir2.1 inward-rectifier potassium channel. B-score at 10 µM. HEK293-Kir2.1, FluxOR thallium flux fluorescence; active compounds read low. P35561. hit rate 0.85% among 310,000;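 active means fluorescence ratio B-score at or below minus 3 SD of library scores, with starting-brightness B-score within 2 SD, cut at about -4.2 in these data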;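 further: channel flux triggered by added potassium and thallium sulfate stimulus; B-score of peak minus minimum fluorescence over baseline after thallium stimulus; more negative B-score means stronger Kir2.1 block with less thallium influx; some compounds called inactive have numbers as strong as hits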
Target sequence (P35561 whole entry, looked up): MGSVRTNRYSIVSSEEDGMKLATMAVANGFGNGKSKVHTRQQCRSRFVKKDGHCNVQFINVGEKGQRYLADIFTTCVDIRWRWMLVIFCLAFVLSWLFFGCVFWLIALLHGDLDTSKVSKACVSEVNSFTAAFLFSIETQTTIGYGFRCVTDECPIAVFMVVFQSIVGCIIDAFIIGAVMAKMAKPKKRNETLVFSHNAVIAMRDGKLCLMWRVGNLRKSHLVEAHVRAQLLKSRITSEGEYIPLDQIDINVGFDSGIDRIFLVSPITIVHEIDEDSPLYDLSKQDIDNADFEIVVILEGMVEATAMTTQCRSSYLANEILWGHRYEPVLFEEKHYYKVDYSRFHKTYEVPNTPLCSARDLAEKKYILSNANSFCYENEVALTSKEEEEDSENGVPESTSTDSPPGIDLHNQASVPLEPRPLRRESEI
CHT block – human CHT choline transport inhibition | CHT-expressing cells, membrane potential dye, choline response; active compounds read low | B-score at 10 µM | hit rate 0.86% among 310,000;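 active means B-score over 3 SD under the library average, and starting fluorescence ratio not unusually high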;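 further: choline stimulus applied at its EC90 after an EC20 pre-addition; B-score computed on integrated fluorescence ratio after choline addition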
Target sequence (Q9GZV3 whole entry, looked up): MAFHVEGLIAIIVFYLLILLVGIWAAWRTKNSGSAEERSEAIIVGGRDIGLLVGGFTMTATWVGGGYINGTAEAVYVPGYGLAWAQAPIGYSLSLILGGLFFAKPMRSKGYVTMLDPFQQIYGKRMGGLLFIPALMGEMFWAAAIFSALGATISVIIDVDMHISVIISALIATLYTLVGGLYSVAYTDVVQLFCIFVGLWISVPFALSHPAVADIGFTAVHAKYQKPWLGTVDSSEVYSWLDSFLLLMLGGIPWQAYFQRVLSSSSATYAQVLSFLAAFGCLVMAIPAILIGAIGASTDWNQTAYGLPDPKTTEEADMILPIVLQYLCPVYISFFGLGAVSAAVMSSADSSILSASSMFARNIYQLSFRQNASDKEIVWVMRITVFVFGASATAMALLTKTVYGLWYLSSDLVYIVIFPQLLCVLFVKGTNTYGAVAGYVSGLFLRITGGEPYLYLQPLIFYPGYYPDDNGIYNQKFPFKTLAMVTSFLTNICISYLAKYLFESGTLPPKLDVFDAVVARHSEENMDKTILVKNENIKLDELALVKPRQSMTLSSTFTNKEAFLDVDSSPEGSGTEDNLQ
* = called active by the depositor; i = inactive; . = not tested or not shown.

SMILES	Kir21 inh	CHT block
CCc1noc(C)c1C(=O)Nc1nc(-c2ccc(Cl)cc2Cl)c(C)s1	1.3	i
O=C(COC(=O)CCc1ccc(S(=O)(=O)N2CCOCC2)cc1)Nc1cccc(Cl)c1	0.52	i
O=c1c2ccccc2oc2ncccc12	0.31	i
N#Cc1c(NC(=O)Cn2c(=O)oc3ccccc32)oc(-c2ccccc2)c1-c1ccccc1	-0.56	i
COc1ccc(-c2c(C)nc3c(-c4ccccn4)cnn3c2N)cc1	-0.82	i
Cc1ccsc1C(=O)NNC(=O)c1csc(N2CCOCC2)n1	1.1	i
Cc1nnsc1C(=O)NC(C)C12CC3CC(CC(C3)C1)C2 (stereo not given)	-0.44	i
Cn1nnc2cc(C(=O)Nc3ccc4ccccc4c3)ccc21	-0.05	i
CSc1nccc(Oc2cncc(Cl)c2)n1	-0.04	i
CC1=CC2(O)OCCN(CCO)C2=CC1=O (stereo not given)	0.7	i

The last 5 compounds of the part before come first, to join the parts:
SMILES	Kir21 inh	CHT block
Cc1ccsc1C(=O)NNC(=O)c1csc(N2CCOCC2)n1	1.1	i
Cc1nnsc1C(=O)NC(C)C12CC3CC(CC(C3)C1)C2 (stereo not given)	-0.44	i
Cn1nnc2cc(C(=O)Nc3ccc4ccccc4c3)ccc21	-0.05	i
CSc1nccc(Oc2cncc(Cl)c2)n1	-0.04	i
CC1=CC2(O)OCCN(CCO)C2=CC1=O (stereo not given)	0.7	i
COc1cccc(Nc2nc3ccccc3n3nnnc23)c1	1.2	i
COc1ccc(Nc2cc(C)c3ccccc3n2)cc1	2.1	i
COc1ccc(OCc2nnc(SCC(=O)NCc3ccco3)o2)cc1	-1.2	i
O=C1C2C3C=CC(CO)(O3)C2C(=O)N1c1ccc(-c2ccccc2)cc1 (stereo not given)	-0.25	i
O=C(NCc1csc(-c2cccs2)n1)Nc1cccc(Cl)c1	0.43	i
CCC/C(=N/NC(=O)c1nnn(-c2nonc2N)c1CN1CCCCC1)c1ccccc1	0.75	i
CC(C)CCNC(=O)CN(CCCN1CCOCC1)C(=O)Cn1nnc(-c2ccc(F)cc2)n1	-0.23	i
Cc1cc(C)cc(N(CC(=O)NC2CCCCC2)C(=O)c2csnn2)c1	1.6	i
O=C(O)C1CCC1C(=O)Nc1nc(-c2ccc(Cl)s2)cs1 (stereo not given)	0.92	i
CC(=O)Nc1sc2c(c1C(c1cccc(Cl)c1)N1CCN(CCO)CC1)CCCC2 (stereo not given)	-1.6	i
CC(C)(C)c1ccc(C(=O)N/N=C/c2cccc(Cl)c2)cc1	0.45	i
CCCNC(=O)C1CC(=O)N(c2ccc(OCC(=O)Nc3cccc(C)c3C)cc2)C1 (stereo not given)	-2.4	i
Cc1sc2nc(CN(Cc3cccs3)C(=O)C3CC3)[nH]c(=O)c2c1C	1.1	i
COc1ccc(S(=O)(=O)N2CCCN(C)CC2)cc1	0	i
Cc1ncoc1C(=O)N1CCc2c([nH]c3ccccc23)C1C(C)(C)C (stereo not given)	-2.5	i
Cc1ccc(C)c(N2CCN(CCCNC(=O)Cn3cccc3C(=O)c3ccccc3C)CC2)c1	-7.4*	i
COc1cc(S(=O)(=O)N2CCCCC2)ccc1NC(=O)/C=C/c1ccccc1	-0.42	i
O=C(/C=C/c1ccccc1)NNC(=O)c1cccc(Cl)c1	1.4	i
CNCCCOc1ccc(Cl)cc1C(C)(C)C	-9.6	i
CCC1CSC(=Nc2ccc(C)cc2)N1C(=O)CN1C(=O)NC2(CCCC2)C1=O (stereo not given)	-0.54	i
CCN(c1cccc(C)c1)S(=O)(=O)c1c(C)[nH]c(=O)[nH]c1=O	-0.01	i
CCNC(=O)c1ccc(CSc2ccc(Cl)cc2)cc1	1.7	i
Cc1cccn2c(=O)c(C=NCc3ccco3)c(Nc3ccc(SC(F)F)cc3)nc12	-2.5	i
CCOc1ccc(C(=O)CN2CCN(S(=O)(=O)c3ccc(Br)cc3)CC2)cc1	0.14	i
Cc1ccn2cc(CNC(=O)c3ccc(Br)o3)nc2c1	-0.54	i
O=C1NN(c2ccc(F)cc2)C(=O)/C1=C\C=C\c1ccco1	1.2	i
c1ccc(-c2nn[nH]n2)nc1	-0.43	i
O=C(O)CSCC(=O)Nc1ccccn1	-0.51	i
CCNC(=O)c1c(C)nc2ccccn12	-1.6	i
CSc1nc2nc(C)cc(-c3ccccc3)n2n1	3.8	i
O=C1CCC([N+](=O)[O-])C(c2ccc(Cl)cc2)N1 (stereo not given)	0.3	i
CCc1ccc(CNC(=O)C2CCN(S(=O)(=O)N3CCCC3)CC2)cc1	-0.48	i
CCN1CCN(c2nc3ccccn3c(=O)c2C=O)CC1	1.7	i
COc1ccc2cc(C(=O)C3CCCN(Cc4cnc(C)s4)C3)ccc2c1 (stereo not given)	-1.1	i
CCn1ncc(CNC(=O)CCCSc2nc(-c3ccco3)cc(C(F)(F)F)n2)c1C	-0.02	i
CCCS(=O)(=O)c1c(S(=O)(=O)CCC)c2cc(-c3ccncc3)ccn2c1C(=O)OC	-0.28	i
COc1ccc(CCNS(=O)(=O)c2cc(C(=O)O)c(Cl)cc2Cl)cc1	0.26	i
CCNC(=S)N1CCN(Cc2ccc3c(c2)OCO3)CC1	1.7	i
CC(=O)c1cccc(NC(=O)N2CCCC2C(=O)Nc2cccc(C)c2C)c1 (stereo not given)	.	i
O=C1NCCN1Cc1ccc(Cl)cc1	-0.84	i
CCOC(=O)N1CCN(C(=O)c2cccc(S(=O)(=O)Nc3ccc(Br)cc3)c2)CC1	1.5	i
Cc1cccc(N2CCN(C(=O)N3CCCCC3)CC2)c1C	0.9	i
O=C(CNC(=O)c1ccc(Br)o1)NC1CCCCC1	1.5	i
COc1ccc2c(c1)nc(SCC(O)c1ccccc1)n2C (stereo not given)	0.61	i
CCC1(c2ccccc2)NC(=O)N(CC(=O)N(C)CC(=O)Nc2ccc(F)c(F)c2F)C1=O (stereo not given)	1	i
Cc1ccc([N+](=O)[O-])c(OCCN2C(=O)NC(C)(C)C2=O)c1	-0.17	i
CC(C)CC(NC(=O)c1ccccc1NC(=O)c1ccccc1)C(=O)O (stereo not given)	0.55	i
CCn1c(Cc2ccccc2)nnc1SCC(=O)Nc1ccc(N2CCOCC2)c(Cl)c1	-0.65	i
S=C(NCc1ccc(Cl)cc1)N1CCN(c2ccccn2)CC1	2.6	i
COc1cc(C)c(CN2CCC(n3nccc3NC(=O)C3CC3)CC2)cc1C	0.9	i

Further records
SMILES	Kir21 inh	CHT block
Cc1ccc(S(=O)(=O)N[C@@H](Cc2ccccc2)C(=O)CCl)cc1	.	i
CC(CNC1CCCCC1)OC(=O)c1ccccc1 (stereo not given)	.	i
O=C(N/N=C/c1c(O)ccc2ccccc12)c1ccc[n+](CCO)c1	0.92	i
COc1ccc(CC(=O)Nc2cc(C)ccn2)cc1OC	-0.3	i
Cc1ccc(S(=O)(=O)N2CCC(=O)N2)cc1	0.8	i
Clc1nc2sccn2c1/C=N/n1cnc2ccccc21	-1.2	i
O=C(Cn1cnnn1)Nc1cccc([N+](=O)[O-])c1	-0.09	i
CN(C(=O)CC(=O)Nc1ccc(Cl)c(Cl)c1)c1ccccc1	0.85	i
O=C(c1ccccc1)c1c[nH]cc1-c1ccccc1	-0.16	i
Clc1ccc(CO/N=C/c2c(-c3ccccc3)nc3n2CCS3)c(Cl)c1	-0.56	i
O=C1CC(c2ccccc2)CC(O)=C1C=Nc1ccccc1O (stereo not given)	0.14	i
CC1CN(C(=O)COc2ncnc3ccccc23)CC(C)O1 (stereo not given)	1.1	i
Cc1cc2nc(-c3ccc(SCC(=O)Nc4ccc(S(=O)(=O)NC5CC5)cc4)nc3)[nH]c2cc1C	-1.2	i
Cc1ccccc1OCC(=O)NCCN1CCCC1	.	i
COC(=O)c1c(NC(=O)CSc2nc3ccccc3c(=O)n2Cc2ccco2)sc(C)c1C	0.08	i
Cc1cccc(N2CCN(C(=O)c3ccc4c(c3)c(C)c(C)n4C)CC2C)c1 (stereo not given)	-0.32	i
COc1cccc(C(=O)N2CCN(C(=O)COc3ccc4ccccc4c3)CC2)c1	-0.24	i
Cc1cc(N2CCN(C)CC2)nc(=S)[nH]1	0.65	i
Cn1c(O)c(N=NC(=O)c2ccccc2O)c2ccccc21	-2.3	i
O=C(CCN1C(=O)/C(=C/c2cccs2)SC1=S)N1CCCCC1	-0.19	i

Reformatted: two of the compounds above
SMILES | Kir21 inh | CHT block
COc1ccc(S(=O)(=O)N2CCCN(C)CC2)cc1 | 0 | i
Clc1nc2sccn2c1/C=N/n1cnc2ccccc21 | -1.2 | i

Next records.
SMILES	Kir21 inh	CHT block
Cc1snc(SCC(=O)c2ccc(Cl)cc2)c1C#N	0.28	i
Cc1cc(NC(=O)c2ccccc2)ncc1NC(=O)c1ccco1	1.1	i
Cc1cc(NC(=O)CCN2CCC(C)CC2)ccc1Br	-4.1	i
COc1ccccc1NS(=O)(=O)c1cc(NC(=O)c2cc(=O)[nH]c3ccccc23)ccc1N1CCOCC1	0.26	i
O=C(Cc1ccccc1)Nc1ccc(NC(=O)c2ccco2)cc1	0.97	i
COc1ccccc1/C=N/NC(=O)c1csc(C)c1C	0.16	i
COc1ccc(Sc2ccc(/C=C3\C(=O)NN(c4ccccc4)C3=O)o2)cc1	1.9	i
CCNC(=S)N/N=C/c1ccc(-c2ccccc2)o1	-1.5	i
CC(=O)Nc1nc2cc3c(cc2s1)OCCO3	0.77	i
CCOc1ccccc1NC(=O)c1cc(C(=O)Nc2ccccc2OCC)cc(N2C(=O)CCC2=O)c1	1.6	i
CC1(C)CC2CC(C)(CN2C(=O)C23CCC(C)(C(=O)C2)C3(C)C)C1 (stereo not given)	1.5	i
CNC(=O)CSc1nc2ccccc2c(=O)n1C1CCCCC1	1.5	i
COc1ccc(NC(=O)CC2C(=O)NC3CCCCC3N2C(=O)c2ccc(F)cc2)cc1 (stereo not given)	-0.09	i
COc1cc(C(=S)NCc2ccccc2)cc(Br)c1O	-0.05	i
O=S(=O)(c1ccc(F)cc1)c1nc(-c2ccccc2)oc1N1CCOCC1	-0.68	i
Cn1c(C(=O)NCc2cccs2)cc2oc3ccccc3c21	0.37	i
O=C(COC(=O)c1cccnc1Cl)Nc1nc(-c2ccccc2)cs1	1	i
COCCn1c(=O)c2c(nc3n2CCCN3Cc2ccccc2)n(C)c1=O	0.33	i
O=C(Nc1ccc(S(=O)(=O)N2CCCC2)cc1)C1CC(=O)N(c2ccccc2)C1 (stereo not given)	0.36	i
N#C/C(=C(/O)COC(=O)Cc1c[nH]c2ccccc12)c1nc2ccccc2[nH]1	-1.6	i

Four successive compounds from above, for reference:
SMILES	Kir21 inh	CHT block
O=C(COC(=O)c1cccnc1Cl)Nc1nc(-c2ccccc2)cs1	1	i
COCCn1c(=O)c2c(nc3n2CCCN3Cc2ccccc2)n(C)c1=O	0.33	i
O=C(Nc1ccc(S(=O)(=O)N2CCCC2)cc1)C1CC(=O)N(c2ccccc2)C1 (stereo not given)	0.36	i
N#C/C(=C(/O)COC(=O)Cc1c[nH]c2ccccc12)c1nc2ccccc2[nH]1	-1.6	i

(continued)
SMILES	Kir21 inh	CHT block
COc1ccc(-c2noc(C3CCCN(C(=O)c4c(F)cccc4F)C3)n2)cc1OC (stereo not given)	-1.4	i
Cc1cc2c(cc1S(=O)(=O)N1CCN(c3cccc(C(F)(F)F)c3)CC1)OCC(=O)N2	0.92	i
CC1CC(C)CN(c2ccc(-n3cnnn3)cc2[N+](=O)[O-])C1 (stereo not given)	0.21	i
O=C(N/N=C/c1cn(-c2ccccc2)nc1-c1cccs1)c1ccc(Cl)cc1	-2.3	i
COC(=O)COc1cc(OCC(=O)OC)c2c(-c3ccccc3)cc(=O)oc2c1	-1.3	i
O=C(NCc1ccccc1)c1cccc(COc2ccc(Cl)cc2)c1	0.54	i
O=C1C(Cc2c[nH]c3ccccc23)NC(=S)N1Cc1ccccc1 (stereo not given)	-6.4*	i
O=C(Nc1ccc(Cl)c(S(=O)(=O)N2CCCCC2)c1)C1=COCCO1	-0.93	i
O=C(COC(=O)c1cccc(S(=O)(=O)N2CCc3ccccc32)c1)Nc1ncc(C(F)(F)F)cc1Cl	-2.3	i
COc1ccc(CN(C)C(=O)C2CSC3(C)CCC(=O)N23)cc1 (stereo not given)	2	i
COc1ccc(C2/C=C\CN(CC3CC3)CC(=O)N2Cc2ccc(F)cc2)cc1 (stereo not given)	-0.64	i
CCCN(CCC)CCCNC(=O)c1cn(C)c2ccc(S(=O)(=O)N(C)C3CCCCC3)cc2c1=O	-1	i
CCOC(=O)[C@@H]1[C@H]2COc3ccccc3[C@@H]2N2C(=O)N(c3ccc(Cl)cc3)C(=O)[C@@]12C	-0.47	i
COc1ccc(NC(=O)CN2CCN(c3ccc(C)cc3C)CC2)cc1	-0.38	i
N#Cc1c(NC(=O)CSc2n[nH]c(N)n2)oc(-c2ccccc2)c1-c1ccccc1	-0.85	i
Cc1cc(C)c2c(CN3CCN(Cc4ccccc4)CC3)cc(=O)oc2c1C	0.56	i
Cc1ccc(/C=N/NC(=O)CSc2nc3ccccc3s2)o1	-2.2	i
O=C(NNC(=O)c1ccco1)c1cccc([N+](=O)[O-])c1	-0.5	i
Cc1csc(/C(=N\O)c2csc(C)n2)n1	0.23	i
CC1(C)Cc2ccccc2-c2nc3n(c(=O)c21)CCCS3	0.56	i
COc1ccc(OCC(=O)Nc2ccc(N3CCC(C)CC3)cc2)cc1	1	i
COc1ccccc1-n1c(SCC(=O)O)nc2c(sc(=S)n2-c2ccccc2C)c1=O	0.53	i
CCOc1ccc(C2/C(=C(/O)c3ccc4c(c3)CC(C)O4)C(=O)C(=O)N2CCCn2ccnc2)cc1 (stereo not given)	-0.08	i
CCN1C(=O)/C(=C/C=C2/CCCN2C)OC1=S	-1.4	i

Compound activity from PubChem.
